RXFP1 agonist = activates the human relaxin receptor RXFP1. Q9HBX9. HEK293T-RXFP1 cAMP TR-FRET, 30 min; response scale: percent of porcine relaxin response, buffer zero. Potency, µM (series often up to 57.5 µM), for the others: at the top dose activation, actives largely listed as activators. hit rate 0.3% among 370,000; note: potency is the fitted concentration of half-maximal effect; % is set by controls: 0 for no effect and ±100 for the full control effect; nearly all actives have a fitted effect of over 60% in size; many of its hits are not listed in these tables
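cAMP rise read by TR-FRET after 30 min, 37C compound exposure (up to 58 uM) in RXFP1-transfected HEK293 cells with Ro 20174 present. EC50 from Hill-equation fits, with 29 nM porcine relaxin as 100% and buffer as basal.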
LDHA block = inhibitors of human lactate dehydrogenase A. activity change, % (values are at about 110 or 230 µM). purified LDHA, NADH/diaphorase-resazurin fluorescence; hits give low values. P00338. AID 1347041. hit rate 0.15% among 480,000; in the data active = activity change below about -30%;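 note: plate controls were DMSO wells for no effect and wells without enzyme for full effect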
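Enzyme activity of human lactate dehydrogenase 5 (2 nM; 0.06 mM NADH, 0.2 mM pyruvate, 5 min, RT) is measured via a resazurin/diaphorase fluorescence readout of residual NADH.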
D1 antag = blocks dopamine activation of the human D1 receptor; P21728; HEK293 TREx D1 cells, calcium flux, dopamine EC80; hits give low values; activity change, negative = inhibition, % at 10 µM; hit rate 3.2% among 360,000; AID 504652; in the data active = activity change below about -30%; note: % is set by controls: 0 for no effect and ±100 for the full control effect
Target sequence (P21728 whole entry, looked up): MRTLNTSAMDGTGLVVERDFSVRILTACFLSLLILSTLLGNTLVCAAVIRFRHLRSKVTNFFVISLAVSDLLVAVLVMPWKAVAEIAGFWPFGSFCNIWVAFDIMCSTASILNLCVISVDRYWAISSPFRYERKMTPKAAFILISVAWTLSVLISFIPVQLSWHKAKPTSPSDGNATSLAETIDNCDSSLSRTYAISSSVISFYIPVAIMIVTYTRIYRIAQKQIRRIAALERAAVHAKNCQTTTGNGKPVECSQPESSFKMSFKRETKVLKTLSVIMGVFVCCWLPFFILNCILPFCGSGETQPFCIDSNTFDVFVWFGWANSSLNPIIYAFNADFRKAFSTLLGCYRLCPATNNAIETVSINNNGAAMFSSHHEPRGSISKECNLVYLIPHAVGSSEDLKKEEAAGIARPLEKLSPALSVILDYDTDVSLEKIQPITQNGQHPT
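After overnight tetracycline induction at 30 C, force-coupled D1 HEK293 cells took up a no-wash calcium dye at room temperature. Compounds were added and monitored 180 s, and the response to EC80 dopamine was then recorded.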
D1 agonist = human D1 receptor agonism. hit rate 1% among 360,000. HEK293 T-REx D1 cells, calcium flux, agonist mode. activation, % at 2 µM; in the data active = activation above about 30%; note: 0% is about no effect
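Inducible HEK293 T-REx D1 cells, force-coupled to calcium signalling, were plated at 4000 cells/well with tetracycline and held overnight at 30 C. After no-wash calcium dye loading, compound-evoked calcium rise over 180 s flagged agonists.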
Vif-APOBEC3G blk = blocks the Vif interaction with human APOBEC3G. HeLa A3G-eYFP + Vif (tagged APOBEC3G with the HIV-1 protein that degrades it), YFP fluorescence, overnight. hit rate 0.076% among 410,000. Q9HC16. AID 602310. Potency, µM (titrated, usually from 46.1 µM), inactives show at the top dose activity, negative = active, usual class: inhibitors;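 note: potency is the fitted concentration of half-maximal effect; % is set by controls: 0 for no effect and ±100 for the full control effect; nearly all actives have a fitted effect of over 60% in size; hits raise eYFP signal because A3G escapes Vif-driven loss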
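Read-out is eYFP fluorescence (Ex 488/Em 500-530) from Vif-expressing HeLa A3G-eYFP cells; more signal means A3G escaped Vif-mediated degradation. Cells plated overnight, compound pinned in, incubated overnight at 37 deg C.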
D1 PAM = potentiators of human D1 dopamine receptor; potentiation, % at 10 µM; hit rate 0.036% among 360,000; HEK293 TREx D1 cells, calcium flux, dopamine EC20 potentiation; AID 504651; P21728; in the data active = potentiation above about 30%; note: 0% is about no effect
Glioma ERSR ind = inducers of ER stress response in human glioma cells. U87-MG GRP78 promoter luciferase reporter, 16 h. Potency, µM, without a hit: at the top dose activation, actives largely listed as activators. hit rate 0.02% among 420,000; note: potency is the fitted concentration of half-maximal effect; series mostly up to about 76 µM; % of control where 0% means no effect; nearly all actives have a fitted effect of over 35% in size
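Stably transfected U87-MG glioma cells carrying a GRP78-based luciferase sensor; 16 h compound incubation. Luminescence end-point read 10 min after Bright-Glo addition at room temperature.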
Vif-A3F inh = blocks the Vif interaction with APOBEC3F; AID 602313; HeLa A3F-eYFP + Vif (tagged APOBEC3F with the HIV-1 protein that degrades it), YFP fluorescence increase; hit rate 0.2% among 390,000; Potency, µM (series often up to 46.1 µM), for the others: top-dose activity, negative = active; note: potency is the fitted concentration of half-maximal effect; % of control where 0% means no effect; nearly all actives have a fitted effect of over 65% in size
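Fluorescence increase (Ex 488/Em 500-530) after overnight compound treatment at 37 deg C flags inhibition of Vif-driven A3F-eYFP loss in stable HeLa A3F-eYFP/Vif cells seeded overnight beforehand.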
D2 potentiator = positively modulates the human D2 dopamine receptor allosterically; potentiation, % at 10 µM; HEK293 T-REx D2, calcium flux, EC20 dopamine potentiation; hit rate 0.34% among 340,000;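 active = potentiation over 3 SD above the plate norm, cut at about 30% in these data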; note: 0% is about no effect
Target sequence (P14416 whole entry, looked up): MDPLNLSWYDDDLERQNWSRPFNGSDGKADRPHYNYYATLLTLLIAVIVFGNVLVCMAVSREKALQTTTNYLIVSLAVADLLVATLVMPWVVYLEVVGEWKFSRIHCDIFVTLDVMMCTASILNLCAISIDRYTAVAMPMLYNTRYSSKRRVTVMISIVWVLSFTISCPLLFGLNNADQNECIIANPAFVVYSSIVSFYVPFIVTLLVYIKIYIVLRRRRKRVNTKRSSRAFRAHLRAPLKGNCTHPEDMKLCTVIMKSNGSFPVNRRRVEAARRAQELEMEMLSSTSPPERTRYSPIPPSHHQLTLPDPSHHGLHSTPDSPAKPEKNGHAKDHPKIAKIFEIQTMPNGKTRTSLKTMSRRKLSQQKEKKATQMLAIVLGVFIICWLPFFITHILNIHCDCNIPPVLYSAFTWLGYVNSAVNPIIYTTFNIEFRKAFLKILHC
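Using a no-wash calcium dye in inducible, force-coupled HEK293 Trex cells expressing D2, we tracked fluorescence each second for 180 s after compound, then for 180 s after EC20 dopamine to detect augmented signalling.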
* hit, by the source's call; / = no result given; & = joins results of further samples. Unless noted, calls come from the whole dose curve; as a rule, active = well fitted curve in the direction sought with a large enough effect; inconclusive = small, poorly fitted or top-dose-only effect, or another doubt; inactive = no such curve, though single readings can be large; an effect the other way counts as inactive or inconclusive. The list is partial; rates above refer to the full screens.

SMILES	RXFP1 agonist	LDHA block	D1 antag	D1 agonist	Vif-APOBEC3G blk	D1 PAM	Glioma ERSR ind	Vif-A3F inh	D2 potentiator
CCn1c(=S)sc2c(=O)n(CC(=O)Nc3ccccc3)c(C)nc21	-1.6%	-0.4	-3.0	3.5	-0.8%	5.7	-4.3%	0.6%	9.2
Cc1cc(=O)oc(C)c1C(=O)NC12CC3CC(CC(C3)C1)C2	5.1%	-1.8	-16.3	1.3	0.7%	2.3	-2.2%	-20.5%	-2.1
CC(NC(=O)c1nn(C)c2c1CSc1ccccc1-2)c1ccccc1 (stereo not given)	0.2%	-2.3	3.9	2.0	-3.5%	2.2	-0.4%	0.2%	5.2
CC(=O)NC(CCS(C)(=O)=O)C(=O)Nc1ccc2c(c1)OCCO2 (stereo not given)	-0.2%	13.0	19.8	0.4	-0.2%	-5.8	-2.4%	-10.4%	21.1
CCn1c(=S)[nH]c2scc(-c3cccs3)c2c1=O	15.8µM*	-1.1	-19.1	2.9	-15.1%	-5.8	-0.3%	-4.1%	0.3
CC(C)CCNC(=O)CCCc1ccccc1	0.5%	-1.0	-1.9	1.2	-5.6%	-10.5	2.4%	10.2%	-1.8
O=C(CN1CCN(c2ccccn2)CC1)Nc1cc(C(F)(F)F)ccc1Cl	0.5%	0.4	6.9	1.9	-7.1%	-7.9	-1.5%	8.7%	-17.1
Cc1ccc(NC(=O)CN2C(=O)C3CC=CCC3C2=O)cc1S(=O)(=O)N1CCOCC1 (stereo not given)	-1.0%	1.6	1.8	5.0	-5.1%	2.7	-3.1%	-2.9%	-0.1
O=C(Cc1cccs1)NCc1ccc(Cl)cc1Cl	1.5%	-8.0	3.6	8.3	-13.5%	2.9	3.9%	-3.0%	-4.5
CC(=O)Nc1c(C(=O)N2CCOCC2)cnn1-c1ccc(C)c(C)c1	-0.7%	-7.3	-13.7	1.9	-0.1%	-1.2	-4.4%	4.7%	4.0
COc1cc(OC)cc(C(=O)NCC(=O)OCC(=O)N2c3ccccc3NC(=O)C2(C)C)c1	0.2%	-6.0	-1.1	-4.0	0.0%	-4.5	-1.8%	1.8%	-6.9
COc1ccc(CN2CCN(C(C)C(=O)N3CCc4ccccc43)CC2)cc1OC (stereo not given)	0.8%	-9.1	16.9	4.9	0.1%	/	-1.4%	1.7%	2.7
COc1cccc(NC(=O)N2CCN(c3nc(-c4cccc(OC)c4)cs3)CC2)c1	-1.1%	-5.6	-16.3	1.8	-12.3%	1.1	-3.6%	2.8%	2.1
O=C(Cc1c[nH]c2ccccc12)NCC(=O)Nc1ccc(F)c(F)c1F	0.7%	-1.6	-8.0	0.2	0.9%	-1.2	-1.0%	0.8%	11.4
COc1cccc(N2CCN(C(=O)CCC(=O)N3CCOc4ccc(C)cc43)CC2)c1	4.9%	1.3	1.1	-0.8	-2.3%	1.8	-3.3%	1.0%	-4.4

A portion from further up, as a working copy:
SMILES	RXFP1 agonist	LDHA block	D1 antag	D1 agonist	Vif-APOBEC3G blk	D1 PAM	Glioma ERSR ind	Vif-A3F inh	D2 potentiator
CCn1c(=S)sc2c(=O)n(CC(=O)Nc3ccccc3)c(C)nc21	-1.6%	-0.4	-3.0	3.5	-0.8%	5.7	-4.3%	0.6%	9.2
Cc1cc(=O)oc(C)c1C(=O)NC12CC3CC(CC(C3)C1)C2	5.1%	-1.8	-16.3	1.3	0.7%	2.3	-2.2%	-20.5%	-2.1
CC(NC(=O)c1nn(C)c2c1CSc1ccccc1-2)c1ccccc1 (stereo not given)	0.2%	-2.3	3.9	2.0	-3.5%	2.2	-0.4%	0.2%	5.2
CC(=O)NC(CCS(C)(=O)=O)C(=O)Nc1ccc2c(c1)OCCO2 (stereo not given)	-0.2%	13.0	19.8	0.4	-0.2%	-5.8	-2.4%	-10.4%	21.1
CCn1c(=S)[nH]c2scc(-c3cccs3)c2c1=O	15.8µM*	-1.1	-19.1	2.9	-15.1%	-5.8	-0.3%	-4.1%	0.3

Further entries:
SMILES	RXFP1 agonist	LDHA block	D1 antag	D1 agonist	Vif-APOBEC3G blk	D1 PAM	Glioma ERSR ind	Vif-A3F inh	D2 potentiator
CCOC(=O)N1CCN(C(=O)c2cc3c(=O)n4cccc(C)c4nc3s2)CC1	5.2%	-3.1	-5.9	-0.4	0.9%	-5.0	-0.7%	-1.1%	2.6
CCOC(=O)c1c(-c2ccccc2)csc1NC(=O)c1cc(=O)c2ccc(C)cc2o1	-1.9%	-3.0	-7.0	2.0	4.2%	0.1	-3.5%	1.3%	-7.7
CCc1nnc(SCc2nc(-c3ccccc3Cl)oc2C)c2cc3sc(C)cc3n12	1.8%	1.1	-7.7	0.5	4.3%	-0.6	-2.6%	-1.2%	0.4
COc1ccc(-n2nnnc2CNC(=O)c2c(-c3ccccc3Cl)noc2C)cc1	/	1.0	/	/	1.5%	/	-2.0%	-9.1%	/
O=C(CCN1C(=O)C2C3CCC(C3)C2C1=O)Nc1ccc(Br)cc1 (stereo not given)	-0.6%	-2.0	-4.1	0.9	-9.3%	1.8	-1.5%	-1.2%	0.9
C/C(=N\Nc1cc(Cl)nc(C)n1)c1ccccc1	0.1%	2.5	11.5	-1.9	1.7%	3.0	9.6%	1.6%	2.3
Cc1ccc(NC(=O)COC(=O)c2oc3ccccc3c2C)cc1S(=O)(=O)N1CCOCC1	0.2%	-3.6	-6.3	4.7	2.0%	-4.4	-2.0%	-6.3%	-7.9
CSCCC(NS(=O)(=O)c1ccc2c(c1)oc(=O)n2C)C(=O)NC1CCCCC1 (stereo not given)	1.3%	1.2	3.8	0.3	-8.1%	-0.6	-3.3%	1.5%	/
Cc1ccc(NC(=O)c2cccc(OCc3c(C)noc3C)c2)cc1	-0.1%	1.0	-0.6	3.1	-0.7%	-3.0	2.4%	-3.4%	-9.2
CCCCn1c(N)c(N(CCOC)C(=O)c2cc(-c3ccncc3)nc3ccccc23)c(=O)[nH]c1=O	1.1%	-11.4&7.7	-10.9	0.7	-3.2%	-10.9	-1.3%	-10.5%	7.0
COCCCNC(=S)NNC(=O)c1cc(Cl)c(O)c(Cl)c1	-0.8%	-3.9	-0.3	0.5	0.4%	-6.6	-4.4%	1.7%	-5.1
CCOc1ccc(OCCC(=O)NNC(=O)c2nn(C)c(=O)c3ccccc23)cc1	-0.6%	-0.8	21.0	2.4	4.2%	5.8	1.5%	4.0%	-2.1
CCc1ccc(OCCNC(=O)c2ccco2)cc1	4.3%	-1.1	-12.7	-0.1	-5.9%	3.5	5.9%	7.1%	-15.7

Another view of 2 compounds above.
| molecule | RXFP1 agonist | LDHA block | D1 antag | D1 agonist | Vif-APOBEC3G blk | D1 PAM | Glioma ERSR ind | Vif-A3F inh | D2 potentiator |
| --- | --- | --- | --- | --- | --- | --- | --- | --- | --- |
| COCCCNC(=S)NNC(=O)c1cc(Cl)c(O)c(Cl)c1 | -0.8% | -3.9 | -0.3 | 0.5 | 0.4% | -6.6 | -4.4% | 1.7% | -5.1 |
| CCOc1ccc(OCCC(=O)NNC(=O)c2nn(C)c(=O)c3ccccc23)cc1 | -0.6% | -0.8 | 21.0 | 2.4 | 4.2% | 5.8 | 1.5% | 4.0% | -2.1 |

Screening data (PubChem)
